# tuberculosis growth: growth inhibition of non-replicating M. tuberculosis (AID 488890); Mycobacterium tuberculosis non-replicating, growth inhibition; higher % means a stronger effect; one-dose inhibition, % at 25 µM; IC50 in µM for titrated hits; hit rate 0.39% among 320,000; in the data active means a potency from the dose series; inconclusive means inhibition mostly from about 82% at the one dose, without a potency; inactive means the rest, 99 in 100 with inhibition below about 76%;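 further: plate controls were DMSO cells for no effect and high antibiotic wells for full effect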
# influenza NS1A: NS1A inhibition, H1N1 influenza, cell based functional assay (AID 504329); inhibition, % at 12.5 µM; hits with a dose series show IC50 in µM; hit rate 0.3% among 340,000; NS1A functional cell-based assay, percent inhibition; higher % means a stronger effect; in the data active means a potency from the dose series; inconclusive means inhibition above about 27% without an active follow-up result; further: strong numbers were not always called active
# inhibitors of VEEV: inhibitors of VEEV TC-83 cytopathic effect, confirmation, Vero cells (AID 588727); Vero cells, VEEV TC-83 cytopathic effect inhibition; higher % means a stronger effect; inhibition, % at 20 µM; hits with a dose series show IC50 in µM; hit rate 0.13% among 350,000; in the data active means a potency from the dose series; inconclusive means inhibition mostly from about 14% at the one dose, without a potency; inactive means the rest, 99 in 100 with inhibition below about 12%; further: strong numbers were not always called active
# M. tuberculosis HTS: M. tuberculosis growth inhibition, HTS (AID 449762); M. tuberculosis H37Rv growth inhibition, 7H9 media; higher % means a stronger effect; one-dose inhibition, % at 25 µM; IC50 in µM for titrated hits; hit rate 0.59% among 330,000; in the data active means a potency from the dose series; inconclusive means inhibition above about 70% without an active follow-up result;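 further: bacterial growth assessed after seven days of incubation; strong numbers were not always called active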
# PhoP GFP inhibition: Inhibition of PhoP regulon, Salmonella typhi GFP reporter cells, confirmation, 4 h (AID 1850); hit rate 0.33% among 310,000; inhibition, % at 50 µM; hits with a dose series show IC50 in µM; Salmonella Typhi PhoP-promoter GFP reporter, fluorescence, 4 h; higher % means a stronger effect; in the data active means a potency from the dose series; inconclusive means inhibition mostly from about 25% at the one dose, without a potency; inactive means the rest, 99 in 100 with inhibition below about 19%;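 further: 0% = induced wells with vehicle and 100% = uninduced wells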
# inhibitors of VEEV 10K pilot screen: also measured in inhibitors of VEEV; calls as there; inhibition, %; measured here: 10K pilot screen inhibition
# * = called active by the depositor; i = inactive; ? = inconclusive; / = no result given. Rows are unselected. Share with any hit: about 1.5%.
SMILES,tuberculosis growth,influenza NS1A,inhibitors of VEEV,M. tuberculosis HTS,PhoP GFP inhibition,others
Cc1nc(NC(=O)C23CCC(C)(C(=O)O2)C3(C)C)sc1C (centres undefined),-5.1%,-1.4%,0.8%,0.2%,10.6%,
O=C1C2C3C=CC(O3)C2C(=O)N1N=Cc1ccc2c(c1)OCO2 (centres undefined),/,-18.0%,0.4%,/,/,
O=C(OCc1ccc([N+](=O)[O-])cc1Cl)c1cnccn1,25.0%,-0.4%,i,8.9%,1.8%,
O=S(=O)(c1cccc(-c2nnco2)c1)N1CCCC1,7.2%,-4.6%,1.1%,-3.8%,-9.3%,
CCCNS(=O)(=O)c1cc(Br)cc2c1N(C(=O)CC)CC2,-10.6%,-2.8%,3.4%,-4.1%,-5.6%,
Cc1nn(CC(=O)NCCCN2CCCC2=O)c(C)c1[N+](=O)[O-],1.5%,/,/,-9.1%,/,
Cc1[nH]c2ccccc2c1/C=C/c1cc[n+](C)cc1,/,-2.4%,2.9%,/,/,
CCCN1CNc2c(c(=O)[nH]c(=S)n2CCc2ccccc2)C1,10.5%,-1.8%,1.2%,4.8%,-1.7%,
CCOC(=O)Cn1nc(-c2ccccc2)c2cnc3ccc(CC)cc3c21,73.7%,1.9%,11.4%,57.8%,-6.2%,inhibitors of VEEV 10K pilot screen=5.8
COc1ccc(C2/C=C\CN(C(=O)c3ccccc3)CC(=O)N2Cc2ccc(F)cc2)cc1 (centres undefined),17.0%,-0.9%,0.8%,2.7%,/,
C#CCNC(=O)C1=C[C@@H](c2ccc(C#C)cc2)C[C@@H](OCCCCO)O1,3.0%,-2.9%,0.9%,-2.2%,-0.6%,
CCOC(=O)C1CCN(C(=O)/C=C/c2ccc(S(=O)(=O)N3CCOCC3)cc2)CC1,-11.3%,-17.1%,2.4%,5.3%,/,
CC(C)N1CCN(Cc2cnc(-c3ccccc3)s2)CC1CCO (centres undefined),-0.7%,19.3%,7.3%,-1.7%,-1.1%,
Cc1nc2ccccc2c2oc(C(=O)N3CCC(N4CCCCC4)CC3)cc12,38.0%,30.8%,i,-5.7%,0.1%,inhibitors of VEEV 10K pilot screen=0.0
OCCC1CN(Cc2ccc3ncccc3c2)CCN1Cc1ccccc1 (centres undefined),-9.1%,10.4%,i,4.5%,7.1%,
CCN(CC)c1ccc(NC(=O)Cn2c(C(C)NC(=O)c3ccc(C)cc3)nc3ccccc32)cc1 (centres undefined),/,11.3%,0.6%,/,/,
O=C(CCN1C(=O)C2CCCCC2C1=O)Nc1nc2c(F)cc(F)cc2s1 (centres undefined),-5.5%,-6.2%,4.9%,-8.0%,/,
c1ccc(CSc2cc3ccccc3[nH]2)cc1,32.0%,5.8%,3.9%,-2.5%,6.8%,
CCCn1nc2cc(C(=O)NCCc3cccs3)ccc2c1OCC,-18.3%,10.9%,1.1%,3.4%,-3.1%,
O=C1CCCc2sc3c(c2N1)CCCCC3,2.2%,-6.1%,i,9.9%,19.9%,
Cc1ccc(S(=O)(=O)NC2c3cccc4cccc(c34)C2Sc2nncn2C)cc1 (centres undefined),8.5%,-5.8%,3.6%,-3.6%,4.1%,
Cc1cccc(CSc2nc3c(c(=O)[nH]2)CCC3)c1,68.7%,-3.6%,0.3%,-0.8%,-1.0%,
O=C(NCCCn1ccnc1)c1nc(Cn2cc(Br)cn2)no1,-11.5%,13.8%,i,2.8%,7.7%,
COc1cc2c(cc1OC)C(c1ccccc1OC(C)C)CC(=O)N2 (centres undefined),21.4%,-3.1%,1.0%,0.4%,-6.8%,
O=C1C=C(c2ccccc2)C[C@@H](c2ccc3c(c2)OCO3)C1,29.3%,-12.4%,3.4%,5.0%,/,
Cn1c(=O)c2c(ncn2CC(=O)N2CCc3ccccc3C2)n(C)c1=O,-15.9%,-21.0%,1.9%,-3.7%,-5.2%,
Cc1ccccc1CCN1CCCC(CN(C)CC(C)(C)C)C1 (centres undefined),-9.5%,-4.3%,0.8%,-8.7%,12.5%,
COC(=O)c1ccc(NC(=S)NC2CCCCC2)cc1,?,-5.8%,i,25.3%,-8.7%,
COC(=O)CSc1nnc(-c2ccccn2)n1N,-5.2%,-21.1%,1.6%,5.0%,17.7%,
COc1cc(S(=O)(=O)N2CCOCC2)ccc1NC(=O)CN1c2cccc3cccc(c23)S1(=O)=O,9.2%,6.7%,i,-5.5%,-0.4%,
CCN(CC)S(=O)(=O)c1ccc(C)c(NC(=O)CSc2nnnn2C)c1,-9.8%,-12.9%,5.5%,-9.7%,/,
Cn1c(Nc2ccc(Cl)cc2)cc(=O)n(C)c1=O,-2.7%,-2.3%,1.4%,-6.7%,-4.7%,
CCCCn1c(C)cc(C)c(S(=O)(=O)c2ccccc2C)c1=O,29.2%,-0.1%,0.0%,3.5%,13.7%,
COc1ccc(NC2c3ccccc3C(=O)N2c2ccccn2)cc1 (centres undefined),36.4%,6.4%,1.7%,1.2%,0.4%,
O=C(O)c1ccc(N2C(=O)c3cccc4cccc(c34)C2=O)cc1,-12.8%,0.8%,0.2%,-15.1%,2.4%,
CC1CCCCN1CCCNC(=O)CN1C(=O)c2cccnc2Oc2ccc(Cl)cc21 (centres undefined),-2.1%,2.6%,i,4.0%,7.5%,
O=C(COc1ccccc1Cl)NC(=O)NC1CCCCC1,26.8%,-0.7%,8.0%,55.7%,-6.6%,
O=C(NCCCNCCCNC(=O)c1ccccn1)c1ccccn1,-12.6%,3.0%,3.3%,-2.1%,5.9%,
Cc1ccc(C)c(C(=O)COC(=O)Cn2c(C)csc2=O)c1,-1.7%,16.4%,0.3%,-2.0%,-4.8%,
CC(Oc1ccc2c3c(c(=O)oc2c1)CCCC3)C(=O)NCC(O)c1ccccc1 (centres undefined),4.7%,3.0%,i,1.0%,5.1%,

# By substructure: those above containing an NH in an aromatic ring (four)
SMILES,tuberculosis growth,influenza NS1A,inhibitors of VEEV,M. tuberculosis HTS,PhoP GFP inhibition,others
Cc1[nH]c2ccccc2c1/C=C/c1cc[n+](C)cc1,/,-2.4%,2.9%,/,/,
CCCN1CNc2c(c(=O)[nH]c(=S)n2CCc2ccccc2)C1,10.5%,-1.8%,1.2%,4.8%,-1.7%,
c1ccc(CSc2cc3ccccc3[nH]2)cc1,32.0%,5.8%,3.9%,-2.5%,6.8%,
Cc1cccc(CSc2nc3c(c(=O)[nH]2)CCC3)c1,68.7%,-3.6%,0.3%,-0.8%,-1.0%,

# Compounds listed so far with two or more sulfur atoms, in the order listed:
SMILES,tuberculosis growth,influenza NS1A,inhibitors of VEEV,M. tuberculosis HTS,PhoP GFP inhibition,others
Cc1ccc(S(=O)(=O)NC2c3cccc4cccc(c34)C2Sc2nncn2C)cc1 (centres undefined),8.5%,-5.8%,3.6%,-3.6%,4.1%,
COc1cc(S(=O)(=O)N2CCOCC2)ccc1NC(=O)CN1c2cccc3cccc(c23)S1(=O)=O,9.2%,6.7%,i,-5.5%,-0.4%,
CCN(CC)S(=O)(=O)c1ccc(C)c(NC(=O)CSc2nnnn2C)c1,-9.8%,-12.9%,5.5%,-9.7%,/,

# More entries follow:
SMILES,tuberculosis growth,influenza NS1A,inhibitors of VEEV,M. tuberculosis HTS,PhoP GFP inhibition,others
COc1cc(C(C)=O)cc(OC)c1O,/,1.7%,0.6%,/,/,
COc1cc2c(cc1OC)CN(CC(=O)Nc1cccc(C)c1)CC2,39.7%,1.2%,7.5%,-1.0%,-16.1%,
O=C(Nc1ccc(N2CCOCC2)c(S(=O)(=O)Nc2ccc(Cl)cc2)c1)c1ccc(=O)[nH]n1,10.4%,7.2%,6.8%,2.1%,/,
CC(C)CCN(C(=O)C1CSC2(C)CCC(=O)N12)c1c(N)n(Cc2ccccc2)c(=O)[nH]c1=O (centres undefined),8.3%,-3.6%,0.9%,-5.2%,-0.5%,
O=C(Nc1ccc(S(=O)(=O)NC2=NCCCCC2)cc1)c1ccc([N+](=O)[O-])s1,?,1.9%,?,61.7%,6.7%,
CC(=O)Nc1ccc(S(=O)(=O)N(Cc2ccccc2)C(C)C)cc1,37.3%,-30.1%,0.4%,-4.0%,12.2%,
COc1cccc(CNC2CCCc3ccccc32)c1OC (centres undefined),1.3%,-4.2%,0.6%,0.9%,2.7%,
CCOc1cc(C)c(C(C)C)cc1S(=O)(=O)N1CCN(C)CC1,6.5%,-5.9%,0.2%,-4.7%,9.7%,
CCOC(CNC(=O)C(=O)Nc1cc2c3c(c1)CC(=O)N3CCC2)OCC,-2.8%,5.1%,0.2%,-7.3%,11.8%,
COc1ccccc1C(=O)Nc1ccc2c(c1)CN(C(=O)CSC)CC2,41.1%,-3.8%,3.5%,8.3%,-3.5%,

# Looked up one by one from the entries so far:
SMILES,tuberculosis growth,influenza NS1A,inhibitors of VEEV,M. tuberculosis HTS,PhoP GFP inhibition,others
CCOc1cc(C)c(C(C)C)cc1S(=O)(=O)N1CCN(C)CC1,6.5%,-5.9%,0.2%,-4.7%,9.7%,
CC(=O)Nc1ccc(S(=O)(=O)N(Cc2ccccc2)C(C)C)cc1,37.3%,-30.1%,0.4%,-4.0%,12.2%,
CCOC(CNC(=O)C(=O)Nc1cc2c3c(c1)CC(=O)N3CCC2)OCC,-2.8%,5.1%,0.2%,-7.3%,11.8%,

# Returning to the listing, starting 3 compounds before the break.
SMILES,tuberculosis growth,influenza NS1A,inhibitors of VEEV,M. tuberculosis HTS,PhoP GFP inhibition,others
CCOc1cc(C)c(C(C)C)cc1S(=O)(=O)N1CCN(C)CC1,6.5%,-5.9%,0.2%,-4.7%,9.7%,
CCOC(CNC(=O)C(=O)Nc1cc2c3c(c1)CC(=O)N3CCC2)OCC,-2.8%,5.1%,0.2%,-7.3%,11.8%,
COc1ccccc1C(=O)Nc1ccc2c(c1)CN(C(=O)CSC)CC2,41.1%,-3.8%,3.5%,8.3%,-3.5%,
Cc1cc2cc3c(cc2nc1SCC(=O)OC(C)C)OCO3,/,-1.9%,0.3%,/,/,
CCc1nnc(NC(=O)CSc2nc3c(c(=O)n2C)SC(C)C3)s1 (centres undefined),32.0%,-3.0%,1.4%,-1.5%,-5.0%,inhibitors of VEEV 10K pilot screen=0.2
O=C(CCC1CCN(Cc2ccccc2O)CC1)NC1CC1,-18.8%,6.5%,0.9%,1.7%,15.8%,
COc1ccc(CC2S/C(=N/N=C/c3ccc(O)cc3)NC2=O)cc1 (centres undefined),4.1%,-3.3%,0.8%,0.0%,-12.7%,inhibitors of VEEV 10K pilot screen=1.0
CC1CN(CCc2ccccc2)c2nc3c(c(=O)[nH]c(=O)n3C)n2C1 (centres undefined),19.6%,1.9%,5.4%,-4.3%,8.9%,
Cc1ccc2c(c1)N(CC(=O)NCCCN1CCCCC1)C(=O)c1cccnc1O2,15.2%,2.0%,0.1%,-6.6%,-20.2%,
Nc1nonc1C(=O)N/N=C/c1ccc(-c2cccc([N+](=O)[O-])c2)o1,/,5.6%,i,-2.6%,0.8%,
COc1ccc(Cl)cc1NC(=O)CN(C)C(C)C(=O)NC(=O)NC1CCCCC1 (centres undefined),39.3%,-12.0%,7.6%,?,0.9%,
O=C(NC1CCCC1)c1ccc(S(=O)(=O)N2CCOCC2)cc1,6.5%,10.7%,1.2%,15.1%,-6.8%,
Cc1oc(-c2cccc(Cl)c2)nc1CN1CCC(C(=O)NCc2ccco2)CC1,25.4%,8.2%,0.6%,-3.5%,-1.7%,
CCOC(=O)CC(=O)CSc1nc2sc(C)cc2c(=O)n1Cc1ccco1,11.9%,-8.2%,1.1%,-8.7%,-2.1%,
COc1ccc(C(=O)COC(=O)c2ccc3c(c2)OCCO3)c(OC)c1,/,-4.3%,6.7%,/,/,
Cc1nn(C)c(C(=O)N2CCN(C(=O)c3ccco3)CC2)c1Br,-9.4%,-3.1%,1.1%,-4.5%,-7.0%,
CC(Oc1cccc(Cl)c1)C(=O)N(C)CC(=O)Nc1ccc(N2CCOCC2)cc1 (centres undefined),-5.4%,-2.5%,4.7%,-5.2%,6.2%,
CC(C)Oc1cccc(C(=O)C2CCCN(C(=O)c3cc(C(F)(F)F)[nH]n3)C2)c1 (centres undefined),62.9%,2.3%,3.5%,3.6%,-11.9%,
Cc1cc(=O)oc2c(C(=O)c3ccccc3)c(OCC(N)=O)ccc12,-3.4%,/,1.8%,1.6%,0.8%,
O=C(NC1CCCC1)c1cccc2c1C(=O)c1ccc(N3CCCCC3)cc1S2(=O)=O,35.8%,-2.7%,7.2%,34.9%,/,inhibitors of VEEV 10K pilot screen=8.3
COc1ccccc1-c1nnc(SCC(=O)NC2CCS(=O)(=O)C2)n1N (centres undefined),-7.3%,1.4%,0.3%,2.8%,1.1%,
COc1ccc(N(CC(=O)NC2CCCC2)C(=O)CCC(=O)Nc2cc(C)on2)cc1OC,9.1%,2.2%,0.6%,0.2%,-4.2%,
